Screening results (PubChem)
PGE2 EP2 inh: human EP2 receptor antagonists, primary screen, TR-FRET cAMP, C6 glioma cells | inhibition, % at 25 µM | 0.52% of 260,000 active | C6 glioma cells expressing human EP2; cells stimulated with saturating PGE2 | AID 1422, 2008 | Prostaglandin E2 receptor EP2 subtype (Homo sapiens), P43116;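 active = percent inhibition above 40 after rounding to a whole number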;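 note: rat C6 glioma host cells with rolipram phosphodiesterase inhibitor present; the protocol text gives 20 µM as final concentration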
Target sequence (P43116 whole entry, looked up): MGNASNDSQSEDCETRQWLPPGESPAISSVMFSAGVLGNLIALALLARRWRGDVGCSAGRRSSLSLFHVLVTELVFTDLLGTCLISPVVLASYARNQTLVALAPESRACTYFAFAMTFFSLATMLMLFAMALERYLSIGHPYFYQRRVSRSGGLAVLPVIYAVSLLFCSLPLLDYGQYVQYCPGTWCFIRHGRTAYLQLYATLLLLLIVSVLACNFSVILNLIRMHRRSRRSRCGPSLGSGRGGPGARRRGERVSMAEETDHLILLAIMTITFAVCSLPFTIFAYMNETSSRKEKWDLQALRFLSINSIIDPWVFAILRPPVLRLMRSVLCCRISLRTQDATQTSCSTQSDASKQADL
* marks the source's active call; other numbers are inactive results. Some of the compounds tested; count on the stated rates, not on these rows.

Sample of the layout:
SMILES | PGE2 EP2 inh
COc1cc([C@@H]2c3cc4c(c(O)c3C[C@H]3COC(=O)[C@@H]32)OCO4)cc(OC)c1OC | 11.6
O=C(c1ncoc1-c1ccc(F)cc1)N1CC2CC(C1)c1cccc(=O)n1C2 (stereo not drawn) | 4.4
CCOc1ccc(O)c(CN2C3CCC2CC(O)(c2ccccc2F)C3)c1 (stereo not drawn) | 3.0

All compounds of this part, previewed entries included:
SMILES | PGE2 EP2 inh
COc1cc([C@@H]2c3cc4c(c(O)c3C[C@H]3COC(=O)[C@@H]32)OCO4)cc(OC)c1OC | 11.6
O=C(c1ncoc1-c1ccc(F)cc1)N1CC2CC(C1)c1cccc(=O)n1C2 (stereo not drawn) | 4.4
CCOc1ccc(O)c(CN2C3CCC2CC(O)(c2ccccc2F)C3)c1 (stereo not drawn) | 3.0
C#CCOc1ccc(CN2C3CCC2CC(O)(c2nccn2C)C3)cc1 (stereo not drawn) | 9.7
COc1ccc(CC(=O)N(CCN(C)C)C2CCN(C)CC2)cc1C | 5.5
C=C(C)c1cc2cc(C(C)=O)c(O)cc2o1 | 10.8
COC(=O)C1=C(c2cccc(OC)c2OC)C[C@@H]2CC[C@H]1N2C(=O)NC(C)C | 13.9
O=c1cccc2n1C[C@H]1CNCC2C1 | 13.1
C[C@@H]1O[C@@H](O[C@H]2C[C@@H](O)[C@]3(CO)C4C(CC[C@]3(O)C2)[C@@]2(O)CC[C@H](C3=CC(=O)OC3)[C@@]2(C)C[C@H]4O)[C@H](O)[C@H](O)[C@H]1O (stereo partly drawn) | 12.5
COC(=O)C1=C(c2cc3ccccc3s2)C[C@@H]2CC[C@H]1N2C(=O)NCc1ccccc1 | 15.0
CC(C)=CC1C(C(=O)OCc2cccc(Oc3ccccc3)c2)C1(C)C (stereo not drawn) | 12.5
c1cncc(C2NCCc3ccccc32)c1 (stereo not drawn) | 7.6
CC(C)CCCC1(C)C=Cc2c(O)c3c(c(CCC(C)C)c2O1)OC12C(CC4CC1C(C)(C)OC2(CCC(C)C(=O)O)C4O)C3=O (stereo not drawn) | 9.3
Cc1cc[c]([Sb]2[O][C@H]([C@H](O)[C@H](O)C(=O)O)[C@@H](CO)[O]2)cc1 | 48.6*
CC1(C)CC2(CCCN(CCC(N)=O)C2)CCO1 (stereo not drawn) | 14.4

Five successive compounds out of the list so far:
SMILES | PGE2 EP2 inh
CC(C)=CC1C(C(=O)OCc2cccc(Oc3ccccc3)c2)C1(C)C (stereo not drawn) | 12.5
c1cncc(C2NCCc3ccccc32)c1 (stereo not drawn) | 7.6
CC(C)CCCC1(C)C=Cc2c(O)c3c(c(CCC(C)C)c2O1)OC12C(CC4CC1C(C)(C)OC2(CCC(C)C(=O)O)C4O)C3=O (stereo not drawn) | 9.3
Cc1cc[c]([Sb]2[O][C@H]([C@H](O)[C@H](O)C(=O)O)[C@@H](CO)[O]2)cc1 | 48.6*
CC1(C)CC2(CCCN(CCC(N)=O)C2)CCO1 (stereo not drawn) | 14.4

Following part:
SMILES | PGE2 EP2 inh
O=C(CN1C2CCC1CC(O)(c1ccccc1F)C2)NC1CCS(=O)(=O)C1 (stereo not drawn) | 7.1
Cc1nonc1CC(=O)N(CCN(C)C)Cc1ccccc1F | 9.7
CN(CCN1CCCCC1)C(=O)Cc1csc(-c2ccccc2F)n1 | 3.0
CO[C@H]1[C@H](O)[C@H](O[C@H]2CC[C@]3(C)C4CC[C@]5(C)C(C6=CC(=O)OC6)CC[C@]5(O)C4CC[C@@H]3C2)O[C@@H](C)[C@@H]1O (stereo partly drawn) | 9.6
CC(=O)O[C@@H]1CC2C(C)(C)C(=O)C=C[C@]2(C)C2CC[C@]3(C)C(=CC(=O)O[C@H]3c3ccoc3)[C@@]21C (stereo partly drawn) | 10.7
Cc1nc(-c2ccccc2)c(CC(=O)N2CCCCC2CN2CCCCC2)s1 (stereo not drawn) | 3.8
CN(CCN1CCCCC1)C(=O)Cc1ccc2c(c1)OCCO2 | 9.4
COc1cc2c(cc1OC)[C@@]13CCN4CC5=CCOC6CC(=O)N2C1[C@H]6[C@H]5C[C@H]43 (stereo partly drawn) | 8.9
COC(=O)C1=C(c2cccc(OC)c2OC)C[C@@H]2CC[C@H]1N2C(=O)N1CCC(O)CC1 | -3.0
COc1ccc(C2(O)CC3CCC(C2)N3Cc2cnc(SC)nc2)cc1 (stereo not drawn) | 4.3
Oc1ccc2c3c1OC1[C@@H](O)CC[C@@]4(O)[C@@H](C2)N(CC2CCC2)CC[C@]314 (stereo partly drawn) | 9.0
Cc1cc(C=C2C(=O)NC(=O)NC2=O)cc(C)c1O | 11.5
CC(C)(CS(=O)(=O)[O-])NC(=O)CC[N+]12CCN(CC1)CC2 | 21.4
CC1(C)C2CC(=O)[C@]3(C)C(CC[C@@]4(C)[C@H](c5ccoc5)OC(=O)[C@H]5O[C@]543)[C@@]2(C)C(=O)C[C@H]1O (stereo partly drawn) | 21.5
C[C@]12CCC(=O)C=C1CCC1C2CC[C@@]2(C)C1CC[C@@H]2O (stereo partly drawn) | 3.8
N#CC(O[C@@H]1O[C@H](CO[C@@H]2O[C@H](CO)[C@@H](O)[C@H](O)[C@H]2O)[C@@H](O)[C@H](O)[C@H]1O)c1ccccc1 (stereo partly drawn) | 11.1
O=C(O)COc1cc(Cl)c(Cl)cc1Cl | 12.6
COc1cccc2c1cc([N+](=O)[O-])c1c(C(=O)O)cc3c(c12)OCO3 | 10.3
CC(C)(C)c1ccc(O)c(C[N+](C)(C)C)c1 | 9.2
CN(C)[C@@H]1C(=O)C(C(N)=O)=C(O)[C@]2(O)C(=O)C3=C(O)c4c(O)cccc4[C@](C)(O)[C@H]3C[C@@H]12 | 39.1
C=CCc1cc(CN2C3CCC2CC(O)(c2nccn2C)C3)cc(OCC)c1O (stereo not drawn) | 7.4
O=C(Cc1n[nH]c(=O)c2ccccc12)N1CCCCC1CN1CCCC1 (stereo not drawn) | 7.0
O=C1N[C@@H](Cc2ccccc2)C(=O)N2[C@H]1C[C@H]1c3ccccc3N(OOSc3ccccc3)[C@H]12 | 10.6
COc1ccc(C)cc1CN1C2CCC1CC(O)(c1cccc(F)c1)C2 (stereo not drawn) | 3.5
Cc1cccc(-n2c(/C=C/c3ccccn3)nc3ccccc3c2=O)c1 | 13.4
CN1CCN(C2CC3(C)C(CCC4C3CCC3(C)C(O)C(N5CCN(C)CC5)CC43)CC2O)CC1 (stereo not drawn) | 4.2
CN(C)CCN(Cc1ccc(F)cc1)C(=O)Cc1nn(C)c(=O)c2ccccc12 | 4.2
CC1=C2[C@H]3OC(=O)[C@@H](C)[C@@H]3CC[C@@]2(C)C=CC1=O | 9.1
CCC(C)[C@H]1O[C@]2(C=C[C@@H]1C)C[C@@H]1C[C@@H](C/C=C(\C)[C@@H](OC3C[C@H](OC)C(O[C@H]4C[C@H](OC)[C@@H](O)[C@H](C)O4)[C@H](C)O3)[C@@H](C)/C=C/C=C3\CO[C@@H]4[C@H](O)C(C)=C[C@@H](C(=O)O1)[C@]34O)O2 (stereo partly drawn) | 9.8
O=C(O)C(O)(c1ccc(-c2ccccc2)cc1)c1ccc(-c2ccccc2)cc1 | 41.2*
N[C@@H](Cc1ccc(N(CCCl)CCCl)cc1)C(=O)O | 12.2
CC[C@@]1(O)C[C@H](O[C@H]2C[C@H](N(C)C)[C@H](O)[C@H](C)O2)c2c(cc3c(c2O)C(=O)c2c(O)ccc(O)c2C3=O)[C@H]1C(=O)OC | 13.7
CCOC(=O)CCCCCNC(=O)c1c(O)[nH]c(=O)[nH]c1=O | 5.7
CN1CC2=CC(O)CC3Oc4c(O)ccc(c4[C@]23C)C1 (stereo partly drawn) | 15.9
O=C(O)CCCOc1ccc(Cl)cc1Cl | 9.1
COC(=O)C1=C(c2ccc(S(C)(=O)=O)cc2)C[C@@H]2CC[C@H]1N2C(=O)N1CCC(C)CC1 | 16.6
CCC1(CC)C(=O)C=CNC1=O | 11.1
CCN1CCN(c2nc(C)cc(=O)[nH]2)CC1 | 13.2
CC(=O)C1CCC2C3CCC4C[C@H](O)CCC4(C)C3C[C@H](O)C12C (stereo partly drawn) | 12.2
COC(=O)C1=C(c2cc3ccccc3s2)C[C@@H]2CC[C@H]1N2C(=O)NC(C)C | 16.8
O=C(O)COc1ccc(Cl)cc1Cl | 4.8
C=C(C)C1Cc2c(ccc3c(=O)c4c(oc23)COc2cc(OC)c(OC)cc2-4)O1 (stereo not drawn) | 12.9
CCCc1ncc(CN2C3CCC2CC(O)(c2ccc(F)cc2)C3)cn1 (stereo not drawn) | 2.5
Cc1oc2c(c1CC(=O)N(CCN(C)C)Cc1ccc(F)cc1)C(=O)CC(C)(C)C2 | 10.8
C#CCOc1ccccc1CN1C2CCC1CC(O)(c1ccccc1F)C2 (stereo not drawn) | 5.7
C[C@]12CCC3C(CC[C@]4(O)C[C@@H](O)CC[C@]34C=O)[C@@]1(O)CCC2C1=CC(=O)OC1 (stereo partly drawn) | 6.3
C[C@]12CC[C@@H]3[C@H](CCC4=CC(=O)CC[C@]43C)[C@]1(O)CC[C@@]2(O)C(=O)CO | 55.3*
Cc1ccc(CN2CCNCC2)cc1 | 16.1
CCCCCCCCCc1ccc(O)cc1 | 9.2
N#CC1=C(N)Oc2c(c(=O)oc3ccccc23)C1c1ccc(OCC(N)=O)cc1 (stereo not drawn) | 12.3
COC(=O)C1=C(c2ccccc2)C[C@@H]2CC[C@H]1N2C(=O)NCCS(C)=O (stereo partly drawn) | 9.4
CNc1ccc(C(=O)CC(O)CCC(C)C2OC(=O)CC(O)CC(=O)CC(O)CC(O)CC(O)CC(O)CC3(O)CC(O)C(C(=O)OC)C(CC(O[C@@H]4O[C@H](C)[C@@H](O)[C@H](N)[C@@H]4O)/C=C/C=C/C=C/C=C/C=C/C=C/C=C/C2C)O3)cc1 (stereo partly drawn) | 11.3
CC1=CCCC2C1(C)CCC(C)C2(C)CC/C(C)=C/C[n+]1cn(C)c2c(N)ncnc21 (stereo not drawn) | 7.0
O=C1N[C@H](Cc2ccccc2)C(=O)N2[C@@H]3[C@H](C[C@@H]12)c1ccccc1N3OOSc1ccccc1 | 21.1
C[C@@]12C[C@@H](c3ccoc3)OC(=O)[C@@H]1CC[C@]1(C)C2[C@H]2C=C[C@]1(O)C(=O)O2 (stereo partly drawn) | 10.0
COC(=O)C1=C(c2ccccc2)C[C@@H]2CC[C@H]1N2C(=O)NCc1ccccc1 | 13.0
CNc1ccccc1C(=O)O | 8.4
C#CCOc1ccc(CN2C3CCC2CC(O)(c2ccc(F)cc2)C3)cc1 (stereo not drawn) | 11.0
COc1nc(NCc2ccco2)nc(N2CC3CC(C2)c2cccc(=O)n2C3)n1 (stereo not drawn) | 10.5
[N-]=[N+]=NCC(=O)c1c[nH]c(=O)[nH]c1=O | 8.8

Sorted by SMILES length (high to low): part of the list above.
SMILES | PGE2 EP2 inh
C[C@]12CCC3C(CC[C@]4(O)C[C@@H](O)CC[C@]34C=O)[C@@]1(O)CCC2C1=CC(=O)OC1 (stereo partly drawn) | 6.3
COC(=O)C1=C(c2ccccc2)C[C@@H]2CC[C@H]1N2C(=O)NCc1ccccc1 | 13.0
Cc1ccc(CN2CCNCC2)cc1 | 16.1

Remaining list, next part
SMILES | PGE2 EP2 inh
c1cncc(CNCC2CCCCC2)c1 | 6.7
C=CCOc1c(CN2C3CCC2CC(O)(c2cccc(F)c2)C3)cccc1OC (stereo not drawn) | 3.2
COc1ccccc1CN(CCN(C)C)C(=O)Cc1ccc2c(c1)OCCO2 | 4.5
COc1ccc2c3c1OC1C(OC)C=CC4C(C2)CN(C)CC341 (stereo not drawn) | 22.7
O=C(O)c1ccccc1-c1c2cc(Br)c(=O)cc-2oc2[c]([Hg])c(O)c(Br)cc12 | 37.0
CC[C@H](C)/C=C(C)/C=C/C1=CC2=C(Cl)C(=O)[C@@](C)(OC(C)=O)C(=O)C2=CO1 | 13.2
O=C(O)C[O][Sb][O]CC(=O)O | 13.9
Cn1c(N2CCNCC2)nc2c1c(=O)[nH]c(=O)n2C | 16.6
CNC(Cc1c[nH]c2ccccc12)C(=O)O (stereo not drawn) | 10.3
COc1ccc(OC)c(/C=C2\C(=O)C3CCN2CC3)c1 | 17.6
C[C@@H](O)CN(CCN(C[C@@H](C)O)C[C@@H](C)O)C[C@@H](C)O.O=[N+]([O-])O.[Cu] | 40.6*
Cc1cc(OC(=O)N2CCCCC2)c(C(C)C)cc1[N+](C)(C)C | 8.0
Nc1nonc1-c1cnon1 | 9.3
COC(=O)C1=C(c2ccc(S(C)(=O)=O)cc2)C[C@@H]2CC[C@H]1N2C(=O)NCc1ccc(F)cc1 | 14.3
C[C@]12CC[C@H](O)CC1=CC[C@@H]1[C@@H]2CC[C@@]2(C)[C@H]1CC[C@]2(C)O | 14.9
C[C@@H](N)[C@@H](O)c1ccccc1 | 8.6
COP(N)(=O)SC (stereo not drawn) | 11.1
COc1cc([C@@H]2c3cc4c(cc3[C@H](OC(C)=O)[C@H]3COC(=O)[C@@H]23)OCO4)cc(OC)c1OC | 13.8
CC(=O)c1cn(CC(=O)NCCc2c[nH]c3ccccc23)c2ccccc12 | 10.2
CC1(C)CC(=N[N-]C(N)=[SH+])CC(C)(C)N1.CC1(C)CC(=N[N-]C(N)=[SH+])CC(C)(C)N1.[Ni] | 50.9*
COC(=O)C1=C(c2cc3ccccc3s2)C[C@@H]2CC[C@H]1N2C(=O)NCc1ccco1 | 6.3
CC(=O)O[C@H]1C[C@@H](OC(C)=O)C(C)(C)C2C[C@@H](OC(C)=O)[C@]3(C)C(CC[C@@]4(C)[C@H](c5ccoc5)C(=O)[C@H]5O[C@]543)[C@]21C (stereo partly drawn) | 13.5
N#CC1=C(N)Oc2c(c(=O)oc3ccccc23)C1c1cc2c(cc1Cl)OCO2 (stereo not drawn) | 21.9
CNC(=O)O/N=C/C(C)(C)SC | 9.4
Cc1nc(-c2ccccc2)c(CC(=O)N(CCN(C)C)C2CCCC2)s1 | 3.9
CCC(CC)N1CCN(Cc2ccc(OC)c(OC)c2)CC1 | 16.2
CSc1ncc(CN2C3CCC2CC(O)(c2ccccc2F)C3)cn1 (stereo not drawn) | 4.1
Cc1ccc(O)cc1 (tested in a mixture with another compound) | 12.3
OC[C@@H](O)CCl | 16.2
COc1ccc(CN2CCN(C(=O)COc3ccc(Cl)cc3)CC2)c(OC)c1OC | 13.5
